Bioassay records as filed in PubChem.
mIDH1 inhibitor: human IDH1 R132H inhibition; AID 602179; hit rate 0.093% among 390,000; IDH1-R132H enzyme, NADPH consumption, diaphorase/resazurin fluorescence; O75874; Potency, µM (series often up to 76.6 µM), without a hit: top-dose activity change, negative = inhibition, hits mostly inhibitors; also: potency is read from the fitted curve at half-maximal effect; % is scaled to controls: 0 for no effect and ±100 for the full control effect; nearly all actives have a fitted effect of over 65% in size
Target sequence (O75874 whole entry R132H, stated change not applied): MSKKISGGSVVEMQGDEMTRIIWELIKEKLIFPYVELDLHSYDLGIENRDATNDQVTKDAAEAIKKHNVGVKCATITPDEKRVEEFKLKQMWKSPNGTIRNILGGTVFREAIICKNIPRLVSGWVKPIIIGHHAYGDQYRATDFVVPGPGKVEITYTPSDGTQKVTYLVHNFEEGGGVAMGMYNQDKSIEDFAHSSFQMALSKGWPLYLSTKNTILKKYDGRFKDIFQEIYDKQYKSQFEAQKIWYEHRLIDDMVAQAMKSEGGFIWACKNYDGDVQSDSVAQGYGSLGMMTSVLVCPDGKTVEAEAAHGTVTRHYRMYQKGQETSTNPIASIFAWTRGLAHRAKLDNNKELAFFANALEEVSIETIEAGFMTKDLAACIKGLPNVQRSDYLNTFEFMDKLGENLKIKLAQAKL
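IDH1-R132H (0.5 ug/mL dispensed) in pH 7.5 Tris buffer was preincubated 30 min with compound, then given a substrate mix of 0.016 mM NADPH and 2 mM alpha-KG for 80 min at room temperature; remaining NADPH was read by diaphorase/resazurin fluorescence.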
TRHR PAM: TRH receptor (human) allosteric enhancement | P34981 | TRHR cells, fluo-8 calcium fluorescence, EC20 TRH enhancement | enhancement, % at 2 µM | hit rate 0.66% among 360,000 | AID 493056; in the data active = enhancement above about 30%; also: 0% is about no effect
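TRHR-expressing cells loaded with fluo-8 calcium dye were read kinetically (ex 480/em 530) during compound addition, then stimulated with an EC20 of TRH (10 nM final). Enhancement of the Gq-mediated intracellular calcium response was scored.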
TRHR agonist: agonists of human TRH receptor; activation, % at 2 µM; AID 493084; P34981; TRHR cells, calcium flux fluo-8, FDSS agonist mode; hit rate 0.18% among 360,000; in the data active = activation above about 30%; also: 0% is about no effect
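Fluo-8-loaded TRHR cells; 10 s baseline, compound added, kinetic Ca2+ fluorescence read 1/s, agonist mode.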
D2 antag: D2 dopamine receptor (human) antagonism; P14416; HEK293 TREx D2 cells, calcium flux, dopamine EC80; inhibition, % at 10 µM; hit rate 2% among 340,000; in the data active = inhibition above about 30%; also: 0% is about no effect
Target sequence (P14416 whole entry, looked up): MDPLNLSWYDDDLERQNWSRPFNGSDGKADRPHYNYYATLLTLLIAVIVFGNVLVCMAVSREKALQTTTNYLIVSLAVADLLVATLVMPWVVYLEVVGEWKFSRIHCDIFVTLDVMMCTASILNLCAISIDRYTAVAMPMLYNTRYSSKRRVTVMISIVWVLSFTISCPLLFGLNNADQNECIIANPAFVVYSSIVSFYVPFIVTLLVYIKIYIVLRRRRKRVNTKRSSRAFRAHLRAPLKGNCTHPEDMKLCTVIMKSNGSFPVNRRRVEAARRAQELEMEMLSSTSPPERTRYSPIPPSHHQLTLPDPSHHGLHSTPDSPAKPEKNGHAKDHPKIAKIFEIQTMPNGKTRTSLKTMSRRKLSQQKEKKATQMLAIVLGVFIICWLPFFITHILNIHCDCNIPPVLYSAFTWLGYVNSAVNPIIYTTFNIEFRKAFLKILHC
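Calcium mobilization kinetics were recorded at 1 s intervals in tetracycline-induced HEK293 T-REx D2 cells, first for 180 s after compound addition and then 180 s after EC80 dopamine.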
USP1-UAF1 inh: USP1/UAF1 (human) deubiquitinase inhibition | O94782 | Potency, µM (top dose mostly 57.1 µM), without a hit: top-dose activity change, negative = inhibition, most hits filed as inhibitors | recombinant USP1/UAF1, Ub-Rhodamine cleavage fluorescence | hit rate 0.23% among 390,000; also: potency is read from the fitted curve at half-maximal effect; % is scaled to controls: 0 for no effect and ±100 for the full control effect; nearly all actives have a fitted effect of over 60% in size; inactives centre near -12
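USP1/UAF1 complex at 1 nM was preincubated with compound for 15 min at room temperature, then Ub-Rho substrate (150nM final) was added. Fluorescence (480/540 nm) was read kinetically, 6 reads every 60 seconds.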
D2 agonist: D2 dopamine receptor (human) agonism | activation, % at 2 µM | hit rate 0.53% among 340,000 | HEK293 T-REx D2 cells, calcium flux agonist mode | P14416;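 active = activation over 3 SD above normal in the single-dose calcium agonist read, cut at about 30% in these data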; also: 0% is about no effect
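Tetracycline-induced HEK293 Trex cells with D2 receptor force-coupled to calcium signaling, plated overnight at 30 C and loaded with no-wash calcium dye. Calcium flux read kinetically for 180 s after compound addition; responses flag agonists.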
TrxR1 inh: blocks rat thioredoxin reductase 1 | hit rate 1% among 390,000 | recombinant rTrxR1, NADPH fluorescence consumption, selenite substrate | Potency, µM (series often up to 114 µM), for inactives: at the top dose activity change, negative = inhibition, hits mostly inhibitors | O89049; also: potency is read from the fitted curve at half-maximal effect; % is scaled to controls: 0 for no effect and ±100 for the full control effect; nearly all actives have a fitted effect of over 65% in size
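Rat TrxR1 (90 nM in the dispensed reagent) was pre-reduced with 400 uM NADPH for 5 min at room temperature, then incubated with compound for 15 min. After 400 uM selenite was added, NADPH fluorescence (Ex 340/Em 450 nm) was followed for 8 min.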
TrxR1 substrate: substrates of rat thioredoxin reductase 1; O89049; purified TrxR1 substrate turnover, NADPH consumption readout; Potency, µM (series often up to 114 µM), without a hit: at the top dose activity change, negative = substrate turnover; hit rate 0.01% among 390,000; AID 588456; also: potency is read from the fitted curve at half-maximal effect; % is scaled to controls: 0 for no effect and ±100 for the full control effect; nearly all actives have a fitted effect of over 50% in size
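Rat TrxR1, dispensed at 90 nM, was prereduced with 400 uM NADPH (final) for 5 min at ~22 deg C, then incubated with compound 15 min before 400 uM selenite. A first-read NADPH fluorescence drop versus no-compound background flagged substrates.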
Pin1 inhibitor: human Pin1 inhibition. Pin1 FP peptide displacement, HiFluor488, 10 min. Potency, µM (highest dose often 115 µM), for inactives: at the highest dose activity, negative = inhibition, actives largely listed as inhibitors. hit rate 0.009% among 390,000; active = well fitted inhibition curve with a large enough effect in the polarisation, with a control signal flat, not every such curve was filed as active; inconclusive = small, poorly fitted or top-dose-only effect, or effect the other way, or a change in a side signal; inactive = no such curve, though single readings can be large or run the other way; the % refers to the polarisation; also: potency is read from the fitted curve at half-maximal effect; % is scaled to controls: 0 for no effect and ±100 for the full control effect
Target sequence (Q13526 whole entry, looked up): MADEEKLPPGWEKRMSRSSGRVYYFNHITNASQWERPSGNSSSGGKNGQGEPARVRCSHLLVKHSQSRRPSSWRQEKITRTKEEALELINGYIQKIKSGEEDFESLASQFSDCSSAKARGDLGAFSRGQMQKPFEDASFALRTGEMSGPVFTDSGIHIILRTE
Active calls of the source: *; ? = inconclusive; · = no result given; [ ] = remark or other dose. Unless noted, calls follow the shape of the dose curve; as a rule, active = well fitted inhibition curve with a large enough effect; inconclusive = small, poorly fitted or top-dose-only effect; inactive = no such curve, though single readings can be large or run the other way. This is a subset, so the mix of outcomes need not match the whole.

Results follow in this order: mIDH1 inhibitor | TRHR PAM | TRHR agonist | D2 antag | USP1-UAF1 inh | D2 agonist | TrxR1 inh | TrxR1 substrate | Pin1 inhibitor
C/C(=C\c1cccc(Cl)c1)C(=O)c1c(C)cc(C)[nH]c1=O
    5% | -8 | -1.2 | -8 | -17% | -0.9 | 2% | 0% | 4%
CCS(=O)(=O)n1nc(-c2ccccc2)nc1SC
    4% | 1 | 0.2 | -10 | 5% | 0.2 | 17% | 10% | 1%
O=C(NNC(=O)C1CCN(S(=O)(=O)c2ccc(Cl)cc2)CC1)c1ccncc1
    1% | 3 | -2.1 | -11 | 1% | 0.5 | 12%[57.1 µM] | 4%[57.1 µM] | -9%
Cc1c(NC(=S)N/N=C/c2ccc(O)cc2)c(=O)n(-c2ccccc2)n1C
    -2% | 6 | 0.3 | -8 | -17% | -0.2 | -9% | -4% | ?
CCOCCCNC(=O)C1CCN(S(=O)(=O)c2c(C)noc2/C=C\c2ccc(OC)cc2)CC1
    0% | · | · | · | -2% | · | 9%[57.1 µM] | 39%[activator][57.1 µM] | -2%
COc1ccc(S(=O)(=O)N2CCCCC2)cc1NC(=O)c1ccc2c(c1)OCO2
    -1% | -3 | -0.5 | -13 | -17% | 0.5 | 10% | 9% | 15%
O=S(=O)(c1ccc(Br)cc1)N1CCCc2ccccc21
    5% | 27 | -0.1 | -6 | -12% | -0.3 | -77% | -12% | -1%
Cc1[nH]nc(N2CCCCCC2)c1[N+](=O)[O-]
    0% | 0 | -0.3 | -7 | 0% | 0.2 | 10% | 0% | 3%
CC(=O)Nc1ccc(N2CCN(Cc3ccccc3)CC2)cc1
    -3% | -11 | 0.3 | -3 | -13% | -0.2 | 18% | 0% | 3%
O=C(O)c1ccc2cc(-c3ccccc3)[nH]c2c1
    0% | · | · | · | -15% | · | 35% | 381%[activator] | 1%
Cc1c(C(=O)O)sc2nc3n(c(=O)c12)CCCCC3
    6% | 2 | 0.0 | 8 | -6% | -0.8 | 5% | -3% | -1%
CCn1cc(C(=O)O)c(=O)c2cc(F)c(N3CCNCC3)cc21
    · | 6 | -0.6 | -41 | · | -0.3 | · | · | ·
Cc1c(C(=O)NCCSCc2ccccc2Cl)cccc1[N+](=O)[O-]
    3% | 2 | -0.3 | -4 | -7% | 0.2 | 3% | -4% | 10%
NS(=O)(=O)c1ccc(CNS(=O)(=O)c2cc(Cl)ccc2Cl)cc1
    0% | 0 | -0.1 | 9 | -10% | -0.7 | 12% | 0% | -12%
CC(C)NC(=O)CSCc1ccccc1Cl
    6% | -1 | 0.1 | -8 | -5% | 0.0 | 11%[57.1 µM] | -14% | -1%
Cn1c(CNS(=O)(=O)c2cccc(Cl)c2)cc(=O)n(C)c1=O
    4% | 1 | 0.1 | -3 | -18% | -1.1 | 31% | 2% | -8%
CC(=O)N=C1SC2CS(=O)(=O)CC2N1c1c(Cl)cccc1Cl (configuration not stated)
    4% | -6 | 0.7 | 4 | -23% | -2.0 | 12%[57.1 µM] | -6%[57.1 µM] | -4%
COc1ccc2c(CC(=O)OCC(=O)c3ccc(F)cc3)coc2c1
    3% | 1 | 0.0 | 8 | -2% | -1.2 | 20% | 7% | -1%
O=C(Nc1ccc(Cc2ccncc2)cc1)C1CCC(N2C(=O)C3C4C=CC(C5CC45)C3C2=O)CC1 (configuration not stated)
    -3% | -8 | -0.5 | 6 | -8% | 0.0 | 0% | -8% | -11%
CN(C(=O)COC(=O)c1cc(S(=O)(=O)N2CCCCC2)ccc1Cl)c1ccccc1
    10% | -1 | -0.9 | 3 | -14% | -0.2 | 20% | 5% | 1%
O=C(N/N=C/c1ccc2c(c1)OCO2)c1ccc2c(c1)OCO2
    2% | -4 | -0.1 | -10 | -19% | · | 24% | 14% | ?
CS(=O)(=O)c1ccccc1COC(=O)Nc1ccc(Cl)cc1
    0% | 5 | 0.1 | · | -1% | · | 6% | 0% | 2%
O=C(NCCCNC1CCCCC1)c1ccc(/C=N/O)nc1
    1% | 5 | 0.6 | -7 | -14% | 0.8 | 6% | -2% | -19%
O=[N+]([O-])/C=C1\CCCCCN1
    0% | 17 | 0.7 | 3 | -2% | 0.5 | -17% | -25% | -2%
N#Cc1nc(-c2ccc(COc3ccc(Cl)cc3)o2)oc1N1CCCCC1
    -2% | -4 | 0.3 | · | -9% | 0.2 | 13% | 7% | 1%
COc1ccc(NC(=O)NCc2cccn2C)c(OC)c1
    0% | -5 | 0.3 | -6 | 2% | -1.1 | 12% | 5% | 5%
O=C1OCc2cccc3cccc1c23
    7% | 5 | -0.3 | -12 | -8% | 0.1 | 21% | 332%[activator] | -1%
O=C(CNC(=O)c1n[nH]c2ccccc12)Nc1cc(Cl)ccc1Cl
    1% | · | · | · | 5% | · | 42%[activator] | 4% | 23%
CCN1C(=O)C(CC(=O)NCc2ccc(Cl)cc2)N(CC)C1=O (configuration not stated)
    -2% | 3 | 0.9 | 4 | -11% | 0.2 | 5%[57.1 µM] | 3%[57.1 µM] | -3%
CCCCc1nnc(SCc2ccc(OCC)cc2)n1N
    0% | 15 | 0.0 | -32 | -9% | -0.9 | 6%[57.1 µM] | 6%[57.1 µM] | -5%

Another view of 10 compounds above.
SMILES	mIDH1 inhibitor	TRHR PAM	TRHR agonist	D2 antag	USP1-UAF1 inh	D2 agonist	TrxR1 inh	TrxR1 substrate	Pin1 inhibitor
C/C(=C\c1cccc(Cl)c1)C(=O)c1c(C)cc(C)[nH]c1=O	5%	-8	-1.2	-8	-17%	-0.9	2%	0%	4%
CCS(=O)(=O)n1nc(-c2ccccc2)nc1SC	4%	1	0.2	-10	5%	0.2	17%	10%	1%
O=C(NNC(=O)C1CCN(S(=O)(=O)c2ccc(Cl)cc2)CC1)c1ccncc1	1%	3	-2.1	-11	1%	0.5	12%[57.1 µM]	4%[57.1 µM]	-9%
Cc1c(NC(=S)N/N=C/c2ccc(O)cc2)c(=O)n(-c2ccccc2)n1C	-2%	6	0.3	-8	-17%	-0.2	-9%	-4%	?
CCOCCCNC(=O)C1CCN(S(=O)(=O)c2c(C)noc2/C=C\c2ccc(OC)cc2)CC1	0%	·	·	·	-2%	·	9%[57.1 µM]	39%[activator][57.1 µM]	-2%
COc1ccc(S(=O)(=O)N2CCCCC2)cc1NC(=O)c1ccc2c(c1)OCO2	-1%	-3	-0.5	-13	-17%	0.5	10%	9%	15%
O=S(=O)(c1ccc(Br)cc1)N1CCCc2ccccc21	5%	27	-0.1	-6	-12%	-0.3	-77%	-12%	-1%
Cc1[nH]nc(N2CCCCCC2)c1[N+](=O)[O-]	0%	0	-0.3	-7	0%	0.2	10%	0%	3%
CC(=O)Nc1ccc(N2CCN(Cc3ccccc3)CC2)cc1	-3%	-11	0.3	-3	-13%	-0.2	18%	0%	3%
O=C(O)c1ccc2cc(-c3ccccc3)[nH]c2c1	0%	·	·	·	-15%	·	35%	381%[activator]	1%

As entered above:
`CC(=O)Nc1ccc(N2CCN(Cc3ccccc3)CC2)cc1` in USP1-UAF1 inh is entered as -13%
`CN(C(=O)COC(=O)c1cc(S(=O)(=O)N2CCCCC2)ccc1Cl)c1ccccc1` in Pin1 inhibitor is entered as 1%

(cont.)
Results follow in this order: mIDH1 inhibitor | TRHR PAM | TRHR agonist | D2 antag | USP1-UAF1 inh | D2 agonist | TrxR1 inh | TrxR1 substrate | Pin1 inhibitor
CCOc1ccccc1CN1CCN(Cc2ccc3cccc(OC)c3n2)CC1CCO (configuration not stated)
    -6% | -4 | -1.3 | · | -1% | · | -17% | 8% | 2%
Cc1ccc(-n2c(=O)[nH]c3cc(C(=O)NC4CCN(Cc5ccccc5)CC4)ccc3c2=O)cc1
    8% | 2 | -0.1 | 20 | -16% | 0.3 | 12% | 9% | -1%
COc1ccc(S(=O)(=O)N2Cc3ccccc3CC2C(=O)N2CCOCC2)cc1 (configuration not stated)
    9% | 1 | -0.2 | · | -14% | · | -4% | 5% | 1%
CC(C)C(=O)OC1CCS(=O)(=O)c2sccc21 (configuration not stated)
    5% | 8 | -0.7 | -22 | -13% | -0.3 | -13% | -3% | -5%
COC(=O)c1ccc(NS(=O)(=O)c2ccccc2)o1
    10% | 4 | 1.8 | 4 | -16% | 0.3 | 13%[57.1 µM] | 5%[57.1 µM] | -14%
COc1cc([N+](=O)[O-])ccc1N/C=C/C(=O)c1cccs1
    3% | 16 | 13 | -2 | ? | 4.9 | 4% | -1% | ?
COc1ccc(Nc2oc(COc3ccccc3OC)nc2C#N)cc1
    1% | -2 | 1.7 | -7 | -21% | 0.4 | 45µM* | -7% | 25%
CC(C)Cn1c(=O)c2c(nc3n2CCCN3Cc2ccccc2)n(C)c1=O
    3% | 10 | 0.4 | -3 | -10% | 0.7 | 9%[57.1 µM] | -20%[57.1 µM] | 2%
CCOc1ccc(C(=O)NC2CC(C)(C)NC(C)(C)C2)cc1
    -4% | 1 | 0.8 | -3 | -22% | 1.4 | 44% | 8% | -3%
COc1ccc(CCNC(=O)CSc2ccc(-c3ccco3)nn2)cc1OC
    -6% | 5 | -0.3 | 4 | -16% | -0.7 | ? | 0% | -2%
CC(C)(C)OC(=O)N1CCC[C@H]1C(=O)N/N=C/c1ccc2ncccc2c1
    21% | -4 | 1.0 | 7 | 5% | 0.1 | -4%[57.1 µM] | 4%[57.1 µM] | -2%
O=C(COC(=O)c1cc(S(=O)(=O)N2CCOCC2)ccc1F)NC1CC1
    -4% | · | · | · | 5% | · | 6% | -1% | -3%
Cc1ccc(Oc2cc(NC(=O)CCCn3nc([N+](=O)[O-])cc3C)cc([N+](=O)[O-])c2)cc1
    -1% | 3 | -0.5 | -5 | -11% | -0.3 | -3% | -10% | 5%
O=C(NCCS(=O)(=O)N1CCN(c2cccc(Cl)c2)CC1)c1ccco1
    6% | -8 | -0.4 | -1 | -18% | -0.8 | -2% | -2% | -7%
COc1ccc(C(C(=O)NC2CCCCC2)N(Cc2ccco2)C(=O)CNC(=O)c2ccco2)cc1 (configuration not stated)
    2% | · | · | · | -10% | · | 2% | 5% | 25%
